Screens (PubChem BioAssay)
USP17 inh: blocks human USP17 ubiquitin-rhodamine cleavage | A8MUK1 | purified USP17, Ub-rhodamine cleavage fluorescence, 3 h | inhibition, % at 50 µM | 47,000 tested, 6.5% active
Target sequence (A8MUK1 whole entry, looked up): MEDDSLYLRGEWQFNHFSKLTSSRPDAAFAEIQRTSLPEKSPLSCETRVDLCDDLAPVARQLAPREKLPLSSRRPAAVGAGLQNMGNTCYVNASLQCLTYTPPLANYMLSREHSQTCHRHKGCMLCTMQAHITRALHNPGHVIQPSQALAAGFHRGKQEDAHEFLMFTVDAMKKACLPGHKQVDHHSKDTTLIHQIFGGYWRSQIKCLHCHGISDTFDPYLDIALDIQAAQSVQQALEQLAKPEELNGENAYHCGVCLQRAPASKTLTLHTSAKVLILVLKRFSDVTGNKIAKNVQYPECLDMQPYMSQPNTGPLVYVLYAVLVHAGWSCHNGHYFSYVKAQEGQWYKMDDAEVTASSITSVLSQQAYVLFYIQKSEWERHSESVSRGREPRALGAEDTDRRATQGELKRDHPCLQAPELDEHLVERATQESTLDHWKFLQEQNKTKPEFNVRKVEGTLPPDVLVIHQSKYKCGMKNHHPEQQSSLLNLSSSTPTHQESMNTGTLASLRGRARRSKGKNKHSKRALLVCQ
UCHL1 block: blocks human UCHL1 ubiquitin-rhodamine cleavage; P09936; purified UCHL1, Ub-rhodamine cleavage fluorescence; inhibition, % at 20 µM; 47,000 tested, 0.2% active; AID 1645859
USP7 inh: human USP7 deubiquitinase inhibition. Q93009. purified USP7, Ub-rhodamine cleavage fluorescence. inhibition, % at 20 µM. 47,000 tested, 0.3% active
USP10 inh: blocks human USP10 ubiquitin-rhodamine cleavage | Q14694 | purified USP10, Ub-rhodamine fluorescence, 60 min | inhibition, % at 20 µM | 47,000 tested, 1.1% active | AID 1645856
OTUD3 block: human OTUD3 deubiquitinase inhibition; purified OTUD3, Ub-rhodamine fluorescence, 2 h; inhibition, % at 25 µM; 47,000 tested, 0.7% active; AID 1645858
Target sequence (Q5T2D3 whole entry, looked up): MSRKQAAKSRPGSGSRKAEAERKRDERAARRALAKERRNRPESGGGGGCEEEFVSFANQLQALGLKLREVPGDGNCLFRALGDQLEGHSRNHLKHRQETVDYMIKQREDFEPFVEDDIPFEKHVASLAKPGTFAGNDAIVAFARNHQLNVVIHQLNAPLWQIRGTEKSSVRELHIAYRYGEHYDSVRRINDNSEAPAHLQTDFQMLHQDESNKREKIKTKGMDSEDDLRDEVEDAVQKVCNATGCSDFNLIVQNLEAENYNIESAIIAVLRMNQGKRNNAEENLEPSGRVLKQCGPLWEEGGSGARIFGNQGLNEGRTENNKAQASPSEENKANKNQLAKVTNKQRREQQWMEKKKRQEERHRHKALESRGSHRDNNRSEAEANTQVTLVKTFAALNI
USP30 block: inhibitors of human USP30 deubiquitinase. purified USP30, Ub-rhodamine cleavage fluorescence. inhibition, % at 25 µM. 47,000 tested, 5.3% active
USP28 block: inhibitors of human USP28 deubiquitinase; purified USP28, Ub-rhodamine cleavage fluorescence, 30 min; 47,000 tested, 3% active; inhibition, % at 25 µM; Q96RU2; AID 1645857
USP8 inh: blocks human USP8 ubiquitin-rhodamine cleavage | inhibition, % at 20 µM | P40818 | 47,000 tested, 4.2% active | AID 1645853 | purified USP8, Ub-rhodamine cleavage fluorescence, 30 min
An asterisk follows results filed as active; i = inactive; nt = not tested or not shown. Cut-off read from the data, not from the text of the source: active = inhibition above about 30%; inactive = the rest. This is a random part of the collection (roughly 14% active in at least one column).

SMILES	USP17 inh	UCHL1 block	USP7 inh	USP10 inh	OTUD3 block	USP30 block	USP28 block	USP8 inh
COc1ccc(CCNC(=O)[C@H](C)NC(=O)c2cc3c([nH]c4ccccc43)c(C)n2)cc1	34*	-8	-4	-5	-30	-159	9	-98
CC1(C)c2ccc3c(c2C(=O)C2OC21)C(O)OC3=O (stereo not drawn)	0	-5	-14	0	-6	-11	-3	-8
Nc1c(-c2ccc(Cl)cc2)cnc2cc(-c3ccc(Cl)c(Cl)c3)nn12	41*	-3	7	7	0	60*	24	4
N#Cc1ccc(OCC(=O)Nc2ccccc2Oc2ccccc2)cc1	11	2	-9	6	0	-10	0	6
COc1ccc(NS(=O)(=O)c2cc(NC(=O)COc3ccccc3F)ccc2OC)cc1	6	7	9	4	9	23	13	14
Clc1ccc2nc(COc3ccccc3Cc3ccccc3)[nH]c2c1	31*	4	-8	9	10	10	5	63*
Cc1cc(O)ccc1NC(=O)CC(NCCc1ccccc1)C(=O)O (stereo not drawn)	12	1	6	3	10	6	8	31*
O=C1OCC(c2ccc(F)cc2)=C1c1ccccc1[N+](=O)[O-]	-29	-1	-3	3	-4	2	-7	0
CC(C)c1ccc(NC(=O)C2CCCN(c3cc(=O)n(C)c(=O)n3C)C2)cc1 (stereo not drawn)	0	1	6	-2	0	2	9	0
COc1ccc(SCc2nc(N)nc(Nc3ccccc3)n2)cc1	-24	1	-2	3	-18	-33	-10	-4
c1ccc(-c2nnc(C(c3ccccc3)N3CCC4(CC3)OCCO4)o2)cc1 (stereo not drawn)	0	1	-4	-3	0	14	0	-2
CSc1ncccc1C(=O)OCc1ccccc1	1	74*	-7	6	2	-3	49*	1
O=C(CSc1nc2ccccc2n1S(=O)(=O)c1ccc(Br)cc1)NCCc1ccccc1	-30	4	-4	5	4	-96	16	1
CCC(C)C1OC(=O)C(CCC(=O)O)N(C)C(=O)C(C(C)C)NC(=O)C2CCCCN2C(=O)[C@H]([C@H](C)CC)NC(=O)C(CCC(=O)O)N(C)C(=O)C(C(C)C)N(C)C(=O)CNC(=O)C2CCCN2C(=O)C(Cc2ccccc2)NC1=O (stereo partly drawn)	-1	-2	-4	-5	-24	-14	-14	-10
Cc1cc2nc(C(C)NC(=O)c3cc(C4CC4)nn3C)cc(=O)n2[nH]1 (stereo not drawn)	7	2	2	0	16	36*	10	0
Cn1c(CCC(=O)NCc2cc(F)cc(F)c2)nc2ccccc2c1=O	0	0	-25	-1	1	-15	-8	15
CC(C)=CCc1ccc2cc[nH]c2c1	-9	2	-4	0	-26	-26	-5	-2
COCCN1CCS(=O)(=O)c2c(Cl)c(F)nc(Oc3ccccc3F)c21	49*	0	-150	0	-2	-4	5	53*
CC1Oc2ccccc2N(Cc2nc(-c3cccc(F)c3)no2)C1=O (stereo not drawn)	8	-1	-2	2	-6	0	0	-3
CC1=C(c2ccc(C)c(C)c2)S(=O)(=O)NC1=NCC(=O)NCc1ccccc1	28	6	10	2	-1	nt	nt	-4
Cc1cccc(N(C(=O)Nc2ccc(Cl)cc2)C2=NCCC2)c1C	-4	2	3	3	-7	-23	-10	0
Cc1ccc(C(=O)N2CCc3c(c(-c4nc(C5CC5)no4)nn3C)C2)c(C)c1	0	1	-6	-1	4	15	9	-203
CN(C)C(=O)c1ccc(Nc2nc(-c3cccnc3)nc3ccccc23)cc1	37*	0	-3	-12	-13	-50	0	-19
CCN1CCN(c2ccc(NC(=O)c3ccc4c(c3)OCO4)cn2)C1=O	1	0	2	-1	0	16	8	-12
CCC(=O)N1c2ccc(S(=O)(=O)NCC(=O)NCc3ccc(C)cc3)cc2CC1C (stereo not drawn)	15	0	2	-1	12	34*	19	2

More records.
SMILES	USP17 inh	UCHL1 block	USP7 inh	USP10 inh	OTUD3 block	USP30 block	USP28 block	USP8 inh
CC(=O)c1cccc(NC(=O)c2ccc3noc(-c4ccc(F)cc4)c3c2)c1	0	-2	-3	0	21	41*	9	-42
O=C(/C=C/c1ccccc1)Oc1ccc(-c2cnc3ccccc3n2)cc1	0	3	10	-1	2	-19	-8	4
COc1ccc(S(=O)(=O)CCc2nc(-c3cccc(-c4ccnn4C)c3)no2)cc1	-58	5	-9	5	16	0	12	27
COc1cccc(CNC(=O)CCC2=NS(=O)(=O)c3ccccc3N2)c1	15	0	5	1	13	17	-1	12
O=C(NCc1ccccn1)C1CCCN(c2ccc(-c3ccccc3)nn2)C1 (stereo not drawn)	11	2	0	0	16	23	19	17
c1cncc(-c2cnc3sc(NCC4CC4)nn23)c1	-11	2	-6	5	6	0	5	-26
Cn1cccc1C1CCCCCN1C(=O)c1ccncc1 (stereo not drawn)	-18	-1	-1	-1	-2	-27	-2	-152
O=C(NC1(c2nc(-c3ccncc3)no2)CCCCC1)C1CCCC1	-8	-3	-17	-3	-2	0	-5	0
CC(C(=O)Nc1ccc2[nH]c(=O)[nH]c2c1)N1CCN(CC(=O)N2CCCCCC2)CC1 (stereo not drawn)	0	-1	3	0	-2	-8	-7	-5
Cc1ccc(C(=O)N2CCSc3ccccc32)cc1S(=O)(=O)N1CCOCC1	-22	4	1	6	0	-20	-3	-11
Cc1ccc2cc(CNCCN3CCOCC3)c(=O)[nH]c2c1	-16	-2	-2	-2	0	nt	nt	-15
c1ccc(-n2ncc3c2ncn2nc(Cc4cccc5ccccc45)nc32)cc1	-5	0	2	3	-10	-30	-19	-4
Cc1nc(-c2ccc(C)c(S(=O)(=O)Nc3ccccc3C)c2)no1	-3	1	1	2	-8	0	-1	6
COc1ccc(C(=O)O)cc1S(=O)(=O)N1CC(c2ccccc2)CC1=O (stereo not drawn)	0	3	-34	1	3	11	9	7
Cn1cccc1C(=O)N1CCc2c(c(-c3nc(Cc4ccccc4)no3)nn2C)C1	9	8	2	-7	0	-15	5	19
CC1(c2ccc3c(c2)OCO3)NC(=O)N(CC(=O)c2c[nH]c3ccccc23)C1=O (stereo not drawn)	-1	-4	-8	-8	-4	-31	3	8
COc1ccc(CCNC(=O)c2ccc(Cn3c(=O)c4ccccc4n(CC(=O)N4CCC(C)CC4)c3=O)cc2)cc1OC	28	6	10	5	9	18	28	19
CCc1cnc(N2CC[C@H]3CO[C@H](CNS(C)(=O)=O)[C@H]3C2)nc1	-20	-1	-2	-6	-6	-47	-9	-27
O=C1NCC2(CCC(C(=O)N3CCCC(CO)C3)CC2)Oc2ccccc21 (stereo not drawn)	-12	-2	3	0	-3	-6	-7	-16
Cn1cc(C(=O)Nc2ccccc2)c2[nH]c(=O)n(Cc3ccccc3)c(=O)c21	-5	3	5	23	-8	-1	-13	23
O=C(Nc1ccncc1)C1Cn2ccnc2C2(CCN(C(=O)Nc3ccccc3)CC2)O1 (stereo not drawn)	-11	-1	1	-5	9	1	-2	-51
Cc1cccc(/C=C(\C(=O)C(=O)O)c2ccc3ccccc3n2)c1	-65	-10	-5	-7	-162	i	-206	-15
CCc1ccc(NC(=O)Cn2cnc3c(nc4n3CCCCC4)c2=O)cc1	-10	-1	-24	3	-5	17	7	0
CN(C)c1ccc(CN2CCc3nc(-c4ccncc4)[nH]c(=O)c3C2)cc1	7	0	5	3	6	-12	6	19
COc1ccc(-c2ccc(=O)n(Cc3ccc(F)cc3)n2)cc1OC	-2	3	-2	-1	2	3	4	1

Additional results follow.
SMILES	USP17 inh	UCHL1 block	USP7 inh	USP10 inh	OTUD3 block	USP30 block	USP28 block	USP8 inh
Cn1c2ccccc2c(=O)c2c(=O)n(Cc3ccccc3)c(-c3ccccc3F)nc21	66*	0	0	-1	-15	-15	0	2
CN1CCCN(C(=O)c2cn(-c3ccc(-c4nc(C(C)(C)C)no4)cn3)cn2)CC1	10	4	7	2	8	9	6	16
COc1ccc(NC(=O)c2ccc(-c3ccccc3F)o2)cc1	5	3	6	5	6	-4	22	10
CC(=O)N1CCN(c2cc(-c3noc([C@@H]4CCCN4Cc4ncc[nH]4)n3)ccn2)CC1	-69	-3	-6	-3	-22	-100	-24	-34
O=C1N(c2ccc(F)cc2)c2ncccc2S(=O)(=O)N1Cc1ccccc1	1	3	-2	-3	5	-16	14	-3
CCOc1ccccc1NC(=O)Cn1c(=O)n(CCC(=O)NCCc2ccc(OC)c(OC)c2)c(=O)c2ccccc21	14	12	15	13	22	20	16	22
O=C(NCc1ccccn1)C1CCCN(c2nnc3ccc(Cl)cn23)C1 (stereo not drawn)	-57	-22	-22	-6	-36	-212	-53	16
O=C1NCCNC(=O)C2(C/C=C/COc3ccccc31)CCCN(C(=O)c1ccccn1)C2 (stereo not drawn)	-14	-4	0	3	0	-11	-15	-12
COc1ccccc1-c1c(C#N)c(NC(C)=O)nc2c1CCCCC2	-1	-1	-9	0	-3	nt	nt	2
CCC(C)NC(=O)c1ccc2c(c1)Sc1ncccc1C(=O)N2C1CC1 (stereo not drawn)	-7	-3	-3	-5	-10	-41	-7	-6
COc1ccc(C)cc1NC(=O)CCc1ccc(S(=O)(=O)N2CCOCC2)cc1	0	2	2	-1	0	-1	7	2
COc1cccc(CNC(=O)C(C)N2C(=O)CCCc3ccccc32)c1 (stereo not drawn)	2	1	2	0	2	-2	12	10
CCc1cnc(N2CCC3(CC2)OC(C(=O)N2CCOCC2)Cn2ccnc23)nc1 (stereo not drawn)	-13	-3	1	-1	-6	-7	-12	-17
COc1ccc(S(=O)(=O)N2CCC[C@@H](Cn3nnc(-c4ccncc4)n3)C2)cc1F	-5	0	-6	0	-7	4	-5	1
CN1C(=O)COc2cc(-c3noc(C(=O)NCc4ccccc4)n3)ccc21	44*	4	3	0	15	19	7	10
O=c1[nH]c2cccc(Cl)c2n(CCNc2ncc(C(F)(F)F)cc2Cl)c1=O	-6	-1	2	8	7	0	13	4
O=C(COc1nc2ccccc2nc1N1CCOCC1)N1CCc2ccccc21	-126	-8	-11	-7	-156	i	-173	-38
COc1ccc(S(=O)(=O)N2CCCC(C(=O)N3CCCC3)C2)cc1OC (stereo not drawn)	-8	-3	1	-1	-3	-9	-6	0
Cc1cccc(OCc2nc(-c3ccnc(N4CCCC4)c3)no2)c1	10	3	1	-2	7	18	32*	10
Cc1nc2ccc(NS(=O)(=O)c3ccc4ccccc4c3)cc2s1	2	4	7	1	7	5	10	13
COc1ccc(NC(=O)c2ccc(-c3ccc(N4CCOCC4)nn3)cc2)cc1Cl	-15	0	2	4	-1	1	1	-73
N=C1C(c2nc3ccccc3c(=O)[nH]2)=C(O)CN1c1ccc2c(c1)OCO2	-41	-4	-14	-4	-29	-168	-34	14
c1coc(CNc2nc3ccccc3c3nc(-c4ccncc4)nn23)c1	8	-4	-1	0	-2	6	0	-2
COc1ccc(-c2cc3nc([C@H](C)NC(=O)COc4cccc(F)c4)nn3cn2)cc1	17	9	12	12	8	28	-5	5
O=C(CCc1nnc2ccc(N3CCCCC3)nn12)NCCN1CCCC1	-23	-12	-13	-6	-24	-66	-32	-11
CCCCC(=O)Nc1ccc2c(c1)nc(CCN1CCOCC1)n2C	-4	-1	-1	1	0	1	5	7
Cc1c(Cl)cccc1Nc1nc2c(S(=O)(=O)c3ccccc3)nnn2c2ccc(Cl)cc12	57*	1	10	10	1	nt	nt	10
Cc1ccc2[nH]c(=O)c(-c3nc4ccc(C)cn4c3NCc3ccc(F)cc3)cc2c1	76*	13	51*	47*	9	2	12	78*
CCOc1nc2cccnc2n(CC(=O)Nc2cccc(Cl)c2)c1=O	-16	-1	0	-3	-9	-80	-25	-7
Clc1cccc(-c2noc(-c3ccsc3)n2)c1	6	-2	-9	1	-5	7	2	8
